TRAIL sens C8: viability loss with TRAIL in NB7+C8 cells, primary screen, TRAIL sensitizer project, cell-based, ATPlite luminescence | actives 1% (n = 360,000) | inhibition (viability loss, TRAIL sensitization), % at 10 µM;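 active = compounds causing at least 50% loss of cell viability in the single-dose screen, relative to plate controls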
NR5A2 inv ag: LRH-1 (NR5A2) inverse agonists, primary screen, cell-based, luminescence, HEK293T, StAR-luciferase reporter; actives 0.13% (n = 360,000); inhibition, % at 3.6 µM; LRH-1 transfected, 24 h; AID 602396, 2012; Nuclear receptor subfamily 5 group A member 2 (Homo sapiens), O00482;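 active = inhibition above the mean inhibition of all tested compounds plus 3 SD, cut at about 73% in these data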;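 also: 0% = DMSO wells and 100% = reporter-only cells lacking LRH-1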
EBV LMP1 NFkB: EBV LMP1-driven NF-kappaB luciferase reporter inhibitors, primary screen, cell-based, luminescence, single point; LMP1-induced NF-kappaB luciferase reporter cells; inhibition, % at 12.5 µM; actives 0.69% (n = 350,000); AID 504558, 2011; in the data active = inhibition above about 41%; inconclusive = no clear call, values can overlap the other calls;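 also: 0% = neutral control wells and 100% = reference inhibitor control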
NCOA1 inh: SRC1 coactivator transcriptional activity inhibitors, primary screen, cell-based, luminescence | actives 0.12% (n = 360,000) | Nuclear receptor coactivator 1 (Homo sapiens), Q15788 | inhibition, % at 3.6 µM | HEK293 GAL4-SRC1 luciferase reporter;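 active = inhibition above the campaign mean plus 3 SD, with each screening campaign given its own cutoff, cut at about 60% in these data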;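 also: 0% = DMSO treated cells and 100% = gossypol at 36 µM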
Shn3 3UTR inh: reduction of Shn3 3'UTR firefly luciferase signal, primary screen, Schnurri-3 inhibitor project, cell-based, Clone20 osteoblasts, set 2; inhibition, % at 12.5 µM; Clone20 osteoblast Shn3 3'UTR firefly luciferase, 24 h; actives 0.52% (n = 360,000);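 active = mean inhibition of at least 75% with every replicate also reaching 75%; inconclusive = mean inhibition at least 75% but some replicate below; inactive = mean inhibition below 75%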;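 also: 0% = median of neutral control wells and 100% = pilot-screen positive control compound; some compounds past the cut are filed as inactive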
TROY NFkB inh: inhibitors of TROY-driven NF-kB signaling, primary screen, Q293 LMP1-TROYcd cells, NF-kB luciferase, uHTS; Q293 LMP1-TROYcd NF-kB luciferase reporter, 4 h; inhibition, % at 10 µM; actives 0.98% (n = 360,000);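 active = compounds whose plate-normalised and pattern-corrected inhibition of the luciferase reporter signal at the single screening dose is 50% or more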
TWEAK-Fn14 inh: inhibitors of TWEAK-Fn14 signaling, primary screen, luciferase reporter cells, uHTS; AID 1159606, 2016; inhibition, % at 10 µM; TWEAK-stimulated Fn14 reporter cells, luciferase luminescence, 8 h; actives 2% (n = 360,000); in the data active = inhibition above about 50%
CF NFkB inh: inhibitors of PAF-induced NF-kB signaling, primary screen, cell-based, GFP fluorescence, uHTS; AID 588850, 2011; inhibition, % at 5 µM; actives 0.86% (n = 360,000); KKLEB NF-kB-GFP reporter, GFP fluorescence overnight;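 active = at least 50% inhibition at 5 µM, scaled per plate between neutral and stimulator controls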;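 also: PAF is a Pseudomonas aeruginosa culture filtrate used as stimulus; plate controls were PAF-stimulated DMSO wells for no effect and unstimulated DMSO wells for full effect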
KKLEB tox: cytotoxicity in KKLEB CF airway cells, primary screen, cytotoxicity control for CF NF-kB inhibitor project, cell-based, uHTS, fluorescence assay plates; KKLEB CF airway cells viability, ATPlite luminescence, overnight; hits give low values; cells stimulated with P. aeruginosa culture filtrate; activity change (cytotoxicity), % at 5 µM; actives 0.36% (n = 360,000); AID 602141, 2011;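 active = corrected activity change at or below -50% at 5 µM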
SRC3 inh: SRC3 coactivator transcriptional activity inhibitors, primary screen, cell-based, luminescence; Nuclear receptor coactivator 3 (Homo sapiens), Q9Y6Q9; HEK293 GAL4-SRC3 luciferase reporter; inhibition, % at 3.6 µM; actives 0.17% (n = 360,000);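 active = inhibition above a per-campaign cutoff, the mean of all compounds plus 3 SD, cut at about 60% in these data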;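 also: 0% = DMSO-treated cells and 100% = gossypol-treated cells at 36 µM; higher means less SRC3-driven luciferase light from the GAL4 reporter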
Target sequence (Q9Y6Q9 whole entry, looked up, the tested form may be a part): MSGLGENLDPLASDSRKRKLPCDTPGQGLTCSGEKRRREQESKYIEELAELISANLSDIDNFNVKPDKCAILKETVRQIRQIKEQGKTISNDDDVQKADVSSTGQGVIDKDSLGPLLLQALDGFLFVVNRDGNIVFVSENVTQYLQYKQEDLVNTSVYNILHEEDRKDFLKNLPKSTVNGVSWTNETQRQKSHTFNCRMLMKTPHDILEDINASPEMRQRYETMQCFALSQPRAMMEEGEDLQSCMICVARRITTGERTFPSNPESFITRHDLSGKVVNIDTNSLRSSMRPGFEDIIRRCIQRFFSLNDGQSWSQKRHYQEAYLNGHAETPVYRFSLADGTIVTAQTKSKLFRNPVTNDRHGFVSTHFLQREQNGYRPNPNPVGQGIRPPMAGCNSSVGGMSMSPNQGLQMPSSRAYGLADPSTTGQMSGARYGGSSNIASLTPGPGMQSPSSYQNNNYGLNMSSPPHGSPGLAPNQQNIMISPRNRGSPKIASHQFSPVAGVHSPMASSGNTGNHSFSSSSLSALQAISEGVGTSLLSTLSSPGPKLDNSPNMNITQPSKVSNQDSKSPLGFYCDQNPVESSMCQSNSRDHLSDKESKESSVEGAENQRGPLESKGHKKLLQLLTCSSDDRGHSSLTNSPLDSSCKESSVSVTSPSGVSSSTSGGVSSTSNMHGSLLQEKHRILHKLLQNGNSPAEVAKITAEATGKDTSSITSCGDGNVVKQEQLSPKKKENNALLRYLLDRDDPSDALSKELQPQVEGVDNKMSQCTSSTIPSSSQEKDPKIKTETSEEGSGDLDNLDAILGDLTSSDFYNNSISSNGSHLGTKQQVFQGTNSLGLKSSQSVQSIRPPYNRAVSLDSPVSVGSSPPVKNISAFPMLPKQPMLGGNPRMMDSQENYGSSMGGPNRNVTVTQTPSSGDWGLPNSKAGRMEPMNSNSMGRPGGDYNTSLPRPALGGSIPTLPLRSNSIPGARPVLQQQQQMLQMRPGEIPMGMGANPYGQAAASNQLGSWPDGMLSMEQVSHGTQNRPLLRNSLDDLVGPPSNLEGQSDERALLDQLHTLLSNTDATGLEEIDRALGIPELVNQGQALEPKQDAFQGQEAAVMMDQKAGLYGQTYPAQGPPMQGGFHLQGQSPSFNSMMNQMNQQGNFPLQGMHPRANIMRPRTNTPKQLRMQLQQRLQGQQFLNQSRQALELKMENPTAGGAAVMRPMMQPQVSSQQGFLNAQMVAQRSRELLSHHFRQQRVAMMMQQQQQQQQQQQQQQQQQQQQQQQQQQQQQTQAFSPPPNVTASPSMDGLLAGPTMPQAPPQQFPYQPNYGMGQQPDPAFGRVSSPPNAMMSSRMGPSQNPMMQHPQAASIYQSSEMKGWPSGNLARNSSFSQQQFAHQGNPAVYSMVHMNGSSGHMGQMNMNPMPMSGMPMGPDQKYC
NR2F2 inh: NR2F2 transcriptional activity inhibitors, primary screen, cell-based, luciferase reporter, HEK293T, luminescence; COUP transcription factor 2 (Homo sapiens), P24468; inhibition, % at 8.6 µM; actives 0.7% (n = 370,000); HEK293T NGFI-A luciferase reporter;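 active = inhibition above a per-plate cutoff, mean inhibition of test wells between control levels plus 3 SD, cut at about 38% in these data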;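 also: cells cotransfected with COUP-TFII expression vector driving the NGFI-A reporter; 0% = median of COUP-TF2 test wells and 100% = reporter-only cells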
An asterisk follows results filed as active; ? = inconclusive; . = no result given. This is a subset. The share of hits here may be higher or lower than overall.

SMILES	TRAIL sens C8	NR5A2 inv ag	EBV LMP1 NFkB	NCOA1 inh	Shn3 3UTR inh	TROY NFkB inh	TWEAK-Fn14 inh	CF NFkB inh	KKLEB tox	SRC3 inh	NR2F2 inh
Cc1ccccc1C(=O)NC1CC2CCCC(C1)N2CC(C)C (stereo not drawn)	-6	12	-7	-32	-12	-25	4	-11	-4	-6	7
COc1ccc(-c2nnc(SCc3nnc(-c4ccccc4)o3)n2-c2ccccc2)cc1	19	-8	11	-18	29	16	50	9	2	2	1
CN1CCN(C(=O)c2cc3nc(-c4ccco4)cc(C(F)(F)F)n3n2)CC1	5	-6	2	12	7	-10	6	-8	11	21	-15
O=C(C1CCCN(S(=O)(=O)c2ccccc2)C1)N1CCN(c2ncccn2)CC1 (stereo not drawn)	0	4	0	-10	-2	10	-4	-14	-1	15	-2
Cc1ccccc1N1CCN(Cc2cc3c(cc2[N+](=O)[O-])OCO3)CC1	-5	-1	3	-13	0	5	-22	16	-8	5	2
CC(=O)N1CCc2cc(S(=O)(=O)NCC(=O)NCc3ccc(F)cc3)ccc21	-2	-3	14	-21	-11	-8	-1	-19	13	4	15
Cc1ccc(-c2noc(CN(C(=O)c3ccc4c(c3)OCO4)C(C)C)n2)cc1	1	-7	8	-25	-8	-2	23	4	7	-9	19
COc1ccc(O)c(C(=O)c2cnc3nc4ccccc4n3c2)c1	14	-8	-24	-13	-3	-5	-6	-19	-15	-7	16
COc1ccc(CCNc2oc(COc3ccccc3F)nc2C#N)cc1	4	-20	12	-7	7	-24	-11	4	-11	-6	-18
COc1ccc(NC(=O)C(C)(C)Oc2ccc(Cl)cc2)cn1	-14	-3	-5	11	1	-10	0	9	-14	6	9
NC(=O)[C@@H]1CCCNc2c(F)cc([N+](=O)[O-])cc2C(=O)N[C@@H](CO)C(=O)N[C@@H](Cc2ccc(O)cc2)C(=O)N1	1	15	1	2	5	-9	-4	26	-18	-6	8
CCOc1ccccc1C(=O)Nc1nncs1	-30	8	2	11	-1	-1	-18	-20	4	-10	7
N#Cc1cc(C(=O)c2ccccc2O)cn(-c2nccs2)c1=O	-12	-2	3	8	14	-2	19	13	-8	5	2
CCc1ccc(C(C)NC(=O)c2ncn[nH]2)cc1 (stereo not drawn)	14	12	9	-4	-2	12	2	-21	1	25	-2
COc1ccccc1CNC(=O)COc1ccc(Br)c(C)c1	-9	0	2	-16	8	0	-7	22	13	-18	-18
C/C(=N\NC(=O)c1ccc2c(c1)OCO2)c1ccc2c(c1)OCO2	23	-62	-12	-27	-63	-33	-17	-4	2	-12	-27
CSc1ccccc1NC(=O)c1cnc2sc(C)cn2c1=O	3	-23	-28	-59	-116	-46	-15	-3	-9	-46	-21
CCOc1ccc(NCc2cccn2-c2nnc(N3CCC(C(=O)NCCCN4CCCCC4)CC3)s2)cc1	-5	-3	2	-9	-9	-14	2	5	4	9	12
CCOc1cc(NC(=S)NCCCOC)c(OCC)cc1NC(=O)c1cccs1	-2	-26	-2	-3	12	9	-7	2	0	-34	-1
COc1ccc(C(OCC(O)CNCCc2ccc(S(N)(=O)=O)cc2)c2ccc(OC)cc2)cc1 (stereo not drawn)	-8	-4	-3	2	9	-11	6	-3	-4	-7	-12
Cc1c(C)n2c(SCC(=O)N3CC(C)OC(C)C3)nnc2[nH]c1=O (stereo not drawn)	10	-36	-6	-26	-30	0	11	-17	9	10	9
CCCCCCN1C[C@@H](n2cc(-c3ccc(F)cc3)nn2)[C@H](O)C[C@@H]1c1ccc(Cl)cc1	44	-10	7	1	?	41	44	29	11	-2	-2
CN=c1scc(-c2ccco2)n1/N=C/c1ccc(O)c(O)c1	38	-95	-55	-96	90*	3	3	-6	-6	-80	-22
O=C(CCN1CCN(C(c2ccccc2)c2ccccc2)CC1)N/N=C/c1ccc(O)cc1	5	-1	-3	9	-5	-7	14	-16	3	-7	-9
COCC1COS(=O)(=O)NC1(C)C (stereo not drawn)	3	-7	22	-3	-1	-2	-8	5	16	-13	-15

The list goes on.
SMILES	TRAIL sens C8	NR5A2 inv ag	EBV LMP1 NFkB	NCOA1 inh	Shn3 3UTR inh	TROY NFkB inh	TWEAK-Fn14 inh	CF NFkB inh	KKLEB tox	SRC3 inh	NR2F2 inh
Cc1nnc(SCC(=O)Nc2sccc2C(N)=O)s1	-26	-3	4	-19	16	6	16	-16	11	-9	20
CC(C)=CCC/C(C)=C/C=N/NC(=O)c1cccc([N+](=O)[O-])c1	2	1	5	-6	12	6	-5	5	-7	14	8
COc1ccc(Cc2nc3ccc(S(=O)(=O)N4CCOCC4)cc3[nH]2)cc1OC	-11	12	8	6	8	10	11	-8	-4	7	3
O=C(Nc1ccccc1)c1[nH]ncc1[N+](=O)[O-]	-11	-2	-2	-5	-5	-10	2	2	12	6	-17
CC1CCCC(NC(=O)CCn2c(=S)oc3ccccc32)C1C (stereo not drawn)	-2	-1	-5	4	-4	-1	-4	-6	-1	15	-1
COc1ccccc1C(=O)NC(=O)COC(=O)C1CC2CCCC(C1)C2=O (stereo not drawn)	0	0	10	-10	-18	17	5	35	-15	-5	2
Brc1cc(Br)c2nc(-c3ccc(N4CCOCC4)cc3)ccc2c1	10	-54	-29	-49	-33	-50	-23	-47	3	-96	.
Cc1ccc(OCC(=O)NC(C)c2ccccc2)cc1C (stereo not drawn)	3	5	4	8	11	18	-2	-4	-4	10	9
Clc1ccc(CNc2ncnc3[nH]ncc23)c(Cl)c1	-6	-14	-6	13	2	25	21	46	-13	18	24
Clc1ccc(C2=Nc3cc(Cl)ccc3OC2)cc1	4	-5	-5	-50	-94	-48	-3	-15	12	-81	-18
COc1ccc2cc(C#N)c(N3CCN(Cc4nnnn4CCC(C)C)CC3)nc2c1	-2	15	21	-18	5	1	31	21	-6	4	31
COc1cc(C)c(C)cc1S(=O)(=O)N1CCCCC1c1cccnc1 (stereo not drawn)	-10	0	0	8	1	5	-9	2	-6	4	12
O=C(CSc1nnc(-c2cccc(F)c2)o1)Nc1nncs1	3	-9	-3	10	-4	-13	13	-11	-1	-10	1
COc1ccccc1NC(=O)Nc1cc(F)ccc1F	4	-28	-19	-24	-18	-42	-3	5	4	-35	0
CCc1ccc([C@@H]2CC=C(C(=O)O)[C@H](c3ccc(C(C)(C)C)cc3)N2S(=O)(=O)c2ccc(C)cc2)cc1	-4	33	-8	17	8	84*	84*	42	4	26	-3
COc1ccc(NC(=O)NC(=O)c2cc(OCC(F)(F)F)ccc2OCC(F)(F)F)cc1	-19	0	-2	4	.	-19	-13	9	-12	-6	11
N#CCCN(C(=O)COC(=O)COc1ccccc1Cc1ccccc1)c1ccccc1	13	-18	-8	-22	22	-2	16	-5	-1	6	-11
CCCS(=O)(=O)NC(=O)C1(C)CCCN(C(=O)COc2ccccc2)C1 (stereo not drawn)	0	8	.	1	-7	-8	-18	-14	-7	-3	13
C[N+](C)(CC#Cc1ccccc1)CC(=O)c1ccc(Cl)cc1	24	5	-4	-15	20	14	1	-8	-6	22	2
Cc1cccc(-c2noc(CNS(=O)(=O)c3ccccc3)n2)c1	-16	-2	8	-8	-5	-13	-19	1	-6	-7	13
OCC1(Cc2ccc(F)cc2)CCCN(CCCC(F)(F)F)C1 (stereo not drawn)	-2	2	-20	14	14	-3	6	12	2	8	-5
S=C(NCc1ccccc1)Nc1cccc2cnccc12	14	26	20	-13	75	42	77*	11	1	15	57*
CCOC(=O)c1c(C)[nH]c(C)c1S(=O)(=O)N1CCCCC1	-18	1	-2	3	-10	-5	5	9	2	-12	1
C/C(=N/NC(=O)CCC(=O)Nc1cccc(Cl)c1)c1ccc(C)cc1	3	-18	-10	1	37	-8	-8	-4	0	-4	3

Eleven entries from above, as comma-separated lines:
SMILES,TRAIL sens C8,NR5A2 inv ag,EBV LMP1 NFkB,NCOA1 inh,Shn3 3UTR inh,TROY NFkB inh,TWEAK-Fn14 inh,CF NFkB inh,KKLEB tox,SRC3 inh,NR2F2 inh
Cc1nnc(SCC(=O)Nc2sccc2C(N)=O)s1,-26,-3,4,-19,16,6,16,-16,11,-9,20
CC(C)=CCC/C(C)=C/C=N/NC(=O)c1cccc([N+](=O)[O-])c1,2,1,5,-6,12,6,-5,5,-7,14,8
COc1ccc(Cc2nc3ccc(S(=O)(=O)N4CCOCC4)cc3[nH]2)cc1OC,-11,12,8,6,8,10,11,-8,-4,7,3
O=C(Nc1ccccc1)c1[nH]ncc1[N+](=O)[O-],-11,-2,-2,-5,-5,-10,2,2,12,6,-17
CC1CCCC(NC(=O)CCn2c(=S)oc3ccccc32)C1C (stereo not drawn),-2,-1,-5,4,-4,-1,-4,-6,-1,15,-1
COc1ccccc1C(=O)NC(=O)COC(=O)C1CC2CCCC(C1)C2=O (stereo not drawn),0,0,10,-10,-18,17,5,35,-15,-5,2
Brc1cc(Br)c2nc(-c3ccc(N4CCOCC4)cc3)ccc2c1,10,-54,-29,-49,-33,-50,-23,-47,3,-96,.
Cc1ccc(OCC(=O)NC(C)c2ccccc2)cc1C (stereo not drawn),3,5,4,8,11,18,-2,-4,-4,10,9
Clc1ccc(CNc2ncnc3[nH]ncc23)c(Cl)c1,-6,-14,-6,13,2,25,21,46,-13,18,24
Clc1ccc(C2=Nc3cc(Cl)ccc3OC2)cc1,4,-5,-5,-50,-94,-48,-3,-15,12,-81,-18
COc1ccc2cc(C#N)c(N3CCN(Cc4nnnn4CCC(C)C)CC3)nc2c1,-2,15,21,-18,5,1,31,21,-6,4,31
